# PTHR1 ag: agonists of human PTHR1 parathyroid hormone receptor. Q03431. HEK293 GP2 PTHR1 cells, GloSensor cAMP luminescence, 1 h. Potency, µM (highest dose often 115 µM), for the others: at the highest dose activation, hits mostly activators. 410,000 compounds, 0.075% hits; note: potency is the fitted concentration of half-maximal effect; nearly all actives have a fitted effect of over 55% in size; some results filed as inactive show a strong effect at the top dose; inactives centre near -15; many of its hits are not listed in these tables
#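 HEK-293-derived GP2 cells expressing PTHR1 and a GloSensor cAMP reporter, 3,000/well, plated overnight, given luciferin plus IBMX (each 0.5 mM as added) for 1 h at 37 °C, then compound for 1 h at 37 °C. Luminescence was read after 15 min at room temperature.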
# GLP-1R inv ag: GLP-1 receptor (human) inverse agonism. P43220. Potency, µM (series often up to 38.3 µM), inactives show at the highest dose activity change, negative = inhibition, actives largely listed as inhibitors. HEK293 GLP-1R CRE-luciferase, luminescence, 24 h; GLP-1R form is constitutively active. 410,000 compounds, 1.6% hits; note: potency is the fitted concentration of half-maximal effect; % is set by controls: 0 for no effect and ±100 for the full control effect; nearly all actives have a fitted effect of over 55% in size
#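 GLP-1R inverse agonism mode: basal reporter luminescence in engineered HEK293 cells measured after one day of compound exposure at 37 deg C, with a 12 min room-temperature detection step.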
# EPAC1 antagonist: antagonists of human EPAC1 | EPAC1 GEF assay, Rap1b-BODIPY-GDP exchange fluorescence | Potency, µM (series often up to 115 µM), for the others: top-dose activity change, negative = inhibition, usual class: inhibitors | 360,000 compounds, 0.14% hits | O95398;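 note: potency is the fitted concentration of half-maximal effect; plate controls were vehicle for no effect and positive control for full effect; nearly all actives have a fitted effect of over 50% in size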
# HEK293 tox: cytotoxicity counter-screen for GLP-1 receptor inverse agonists | HEK293 cAMP-luciferase reporter cells, luminescence, 24 h | Potency, µM (series often up to 38.3 µM), for inactives: at the highest dose activity change, negative = inhibition, actives largely listed as inhibitors | AID 624418 | 410,000 compounds, 0.13% hits;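 note: loss of luciferase light is scored as toxicity; potency is the fitted concentration of half-maximal effect; % is set by controls: 0 for no effect and ±100 for the full control effect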
#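 Seeding density was 200 cells/uL; after overnight-length (12 h) culture, 23 nL compounds went on for 24 h at 37 °C. Readout used a luciferase detection reagent, luminescence taken after 12 min at room temperature.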
# PI5P4K alpha inh: inhibitors of human PI5P4K alpha; 330,000 compounds, 1.2% hits; AID 652105; P48426; max response, %; PI5P4Kalpha enzyme, ADP-Glo luminescence, 60 min; active compounds read low; active = max response of -50% or lower; inconclusive = between -30% and -50%; inactive = -30% or higher; note: value at the top dose of about 77 µM; % is set by controls: 0 for no effect and ±100 for the full control effect
# Target sequence (P48426 whole entry, looked up): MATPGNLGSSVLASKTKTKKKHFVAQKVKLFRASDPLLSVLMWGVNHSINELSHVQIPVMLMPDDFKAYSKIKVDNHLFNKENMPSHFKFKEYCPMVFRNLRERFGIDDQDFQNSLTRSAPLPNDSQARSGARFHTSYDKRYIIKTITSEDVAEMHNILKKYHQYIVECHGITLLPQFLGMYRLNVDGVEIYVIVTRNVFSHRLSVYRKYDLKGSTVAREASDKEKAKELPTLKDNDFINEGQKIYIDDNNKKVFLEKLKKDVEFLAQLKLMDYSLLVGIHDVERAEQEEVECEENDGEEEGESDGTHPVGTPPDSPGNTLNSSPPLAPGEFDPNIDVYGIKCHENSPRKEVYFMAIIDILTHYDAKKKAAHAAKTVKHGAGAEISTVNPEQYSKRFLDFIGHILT
#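 Human PI5P4Kalpha with substrate in 0.038 M HEPES pH 7.4, 0.28 mM EGTA, 0.1% CHAPS, 5% DMSO; reaction started with 5 microM ATP (final), 60 min at room temperature. ADP formed read by ADP-Glo luminescence.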
# IL-2 act: activates IL-2 in a cell-based reporter assay; IL-2 activation reporter assay, cell-based qHTS; stimulated with anti-CD3/CD4/CD28 beads; in transgenic mouse T cells; activation, % (series mostly up to about 46 µM); 360,000 compounds, 0.065% hits; AID 652025; in the data active = activation above about 50%; inconclusive = mostly about 30% to 49%; note: 0% is about no effect
#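 Screening format: compound pinned onto unstimulated transgenic mouse T cells, 60 min incubation, then anti-CD3/anti-CD4/anti-CD28 bead stimulation for 18 hours at 37 degrees C, followed by EGFP and DsRed detection.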
# GLP1R ag: GLP-1 receptor (human) agonism. P43220. HEK293 GLP-1R CRE-luciferase, luminescence, 4-6 h; cells express a hypersensitive GLP-1R form. Potency, µM (top dose mostly 45.6 µM), for inactives: at the highest dose activation, usual class: activators. 380,000 compounds, 0.007% hits; note: potency is the fitted concentration of half-maximal effect; % of control where 0% means no effect
# EPAC1 agonist: agonists of human EPAC1 | AID 720707 | EPAC1 agonist qHTS, biochemical assay; response scale: 100% = response to 6.5 mM cAMP | Potency, µM (top dose mostly 154 µM), inactives show at the top dose activation, hits mostly activators | 360,000 compounds, 0.073% hits; note: potency is the fitted concentration of half-maximal effect; nearly all actives have a fitted effect of over 60% in size
#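 Read-out is the fluorescence drop as BODIPY-GDP leaves Rap1B (480 nm excitation, 540 nm emission), recorded every 5 minutes over 30 minutes. Reactions held 100 nM EPAC1, 250 nM Rap1B–BODIPY-GDP and 50 uM GDP, with 6.5 mM cAMP setting full activation.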
# PLK1 PBD block: PLK1 (human) polo-box domain binding inhibition; Plk1 PBD binding of FITC phosphopeptide, fluorescence polarization; Potency, µM, for the others: max response, negative = inhibition, hits mostly inhibitors; 360,000 compounds, 2.8% hits; AID 720504; note: potency is the fitted concentration of half-maximal effect; series mostly up to about 57 µM; % is set by controls: 0 for no effect and ±100 for the full control effect; nearly all actives have a fitted effect of over 65% in size
# Target sequence (P53350 whole entry, looked up, the tested form may be a part): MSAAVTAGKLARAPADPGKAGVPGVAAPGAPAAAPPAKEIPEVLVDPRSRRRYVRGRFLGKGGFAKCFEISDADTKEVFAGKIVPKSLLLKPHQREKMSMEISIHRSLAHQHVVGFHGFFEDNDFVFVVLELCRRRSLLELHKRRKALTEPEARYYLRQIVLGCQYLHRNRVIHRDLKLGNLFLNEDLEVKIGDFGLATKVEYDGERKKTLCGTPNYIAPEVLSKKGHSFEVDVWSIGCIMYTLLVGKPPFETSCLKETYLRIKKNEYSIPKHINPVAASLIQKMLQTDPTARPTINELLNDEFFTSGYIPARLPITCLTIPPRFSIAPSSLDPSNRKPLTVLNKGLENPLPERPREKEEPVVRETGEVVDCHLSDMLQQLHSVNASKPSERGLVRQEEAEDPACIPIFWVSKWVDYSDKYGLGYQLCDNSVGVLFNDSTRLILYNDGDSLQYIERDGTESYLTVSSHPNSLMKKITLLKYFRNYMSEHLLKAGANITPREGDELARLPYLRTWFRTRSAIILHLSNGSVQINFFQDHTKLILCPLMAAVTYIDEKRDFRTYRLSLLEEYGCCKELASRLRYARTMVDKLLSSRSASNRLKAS
# An asterisk follows results filed as active; i = inactive; ? = inconclusive; . = no result given; & = joins results of further samples; [ ] = remark or other dose. Unless noted, calls come from the whole dose curve; as a rule, active = well fitted curve in the direction sought with a large enough effect; inconclusive = small, poorly fitted or top-dose-only effect, or another doubt; inactive = no such curve, though single readings can be large; an effect the other way counts as inactive or inconclusive. This is a subset (hit frequency here may not be typical).
SMILES	GLP1R ag	EPAC1 agonist	IL-2 act	PI5P4K alpha inh	HEK293 tox	GLP-1R inv ag	PTHR1 ag	EPAC1 antagonist	PLK1 PBD block
O=S(=O)([N-]c1nc2ccccc2nc1-[n+]1ccccc1)c1ccccc1	2%	-2%	2.1	4	-10%[1.53 µM]	2%	-14%	20%	6%
OCCC1CN(C2CCC2)CCN1Cc1ccc(F)c(F)c1 (configuration not stated)	-2%	8%	-0.4	13	4%	-22%	i	5%	-14%
O[C@H]1C[C@H](c2ccccc2)N(CC2CCCCC2)C[C@@H]1n1cc(C2CC2)nn1	-2%	-16%	-4.6	9	?	10µM*	-25%	-18%	1%
c1ccc2c(C[C@@H]3CNCCN3CCC34CC5CC(CC(C5)C3)C4)cccc2c1	3%	-20%	-0.3	3	3%	-6%	-11%	-21%	-16%
COc1cccc(OC(=O)c2ccccc2)c1OC(=O)c1ccccc1	-1%	3%	-4.7	1	-30%	5%	-2%	1%	3%
COc1ccccc1Cc1c(-c2ccc(Cl)cc2)nc2c(C)cc(Br)cn12	-3%	-3%	-0.2	-10	-39%	?	-16%	-4%	-19%
COc1ccc(NC(=O)CSCC(=O)Nc2ccc(S(=O)(=O)N3CCOCC3)cc2)cc1	1%	-7%	-0.5	5	-8%	6%	?	-8%	-2%
CCCCCCNC(=O)CC(NS(=O)(=O)c1ccc(OC)cc1)C(C)C (configuration not stated)	0%	-13%	1.0	-1	20%[1.53 µM]	-19%	-15%	23%	2%
Cc1ccccc1NC(=O)C1(C)Cc2ccccc2C(=O)O1 (configuration not stated)	-12%	5%	-1.0	3	7%	6%	-3%[57.5 µM]	1%	1%
COC(=O)C1=CN(C2CC2)C=C(C(=O)OC)C1c1ccc(C(F)(F)F)cc1	7%	4%	-0.2	3	50%[activator]	?	-17%	6%	-1%
COc1ccc(C)cc1NC(=O)c1ccc(NS(=O)(=O)c2cccc3cccnc23)cc1	?	10%	-3.4	3	?	19%	i	-3%	0%
COc1ccc(/C=C(\NC(=O)c2ccccc2)C(=O)NCc2ccco2)cc1	0%	1%	-1.4	-5	-2%	4%	-19%	-10%	-23%
Cc1nn(-c2ccccn2)c(N)c1N=O	20%	-4%	-0.1	0	-18%	27%	i	7%	3%
COc1cccc(-c2nc3c(c(SCC(=O)N4CCOCC4)n2)Cc2c(CO)cnc(C)c2O3)c1	0%	-5%	-2.8	-2	-27%	?	-1%	-29%	?
C=Cc1cccc(NC(=O)COc2ccccc2)c1	-6%	-1%	0.7	-6	-2%	1%	-15%[57.5 µM]	7%	1%
O=C(Nc1cnccn1)c1cccc(C(F)(F)F)c1	-11%	-2%	-1.0	.	-6%	0%	-25%[57.5 µM]	4%	-8%
COc1cccc(NS(=O)(=O)c2ccc3[nH]cc(C(=O)NCCCOC(C)C)c(=O)c3c2)c1	-4%	0%	-0.2	4	4%	5%	-17%[57.5 µM]	-23%	-14%
COc1ccc(NC(=O)COC(=O)CCOc2ccccc2C)cc1Cl	8%	2%	-0.6	-5	1%	12%	i	-12%	-6%
Cc1cc(C)cc(Nc2ncc3c(n2)CC(c2ccco2)CC3=O)c1 (configuration not stated)	4%	5%	-0.1	-19	-14%	?	-37%[inhibitor]	-2%	-20%
Cc1cc(Br)ccc1OCCN1CC(C)OC(C)C1 (configuration not stated)	0%	5%	-0.4	-7	10%[7.66 µM]	4%[7.66 µM]	-20%	-9%	-2%

SMILES	GLP1R ag	EPAC1 agonist	IL-2 act	PI5P4K alpha inh	HEK293 tox	GLP-1R inv ag	PTHR1 ag	EPAC1 antagonist	PLK1 PBD block
CCN1C[C@@H]2[C@@H]3C(=O)N(C)C(=O)[C@@H]3[C@](Cc3ccccc3)(C(=O)OC)N2C1=NCc1ccccc1	0%	8%	1.0	-4	6%	15%	-10%	-12%	-3%
N#CC1=C(N)OC2=C(C(=O)CCC2)C1CCc1ccccc1 (configuration not stated)	7%	0%	0.4	0	-6%	3%	-5%	0%	-4%
COc1ccccc1-n1nc(C(=O)NCc2ccco2)c2ccccc2c1=O	6%	-8%	-0.7	-5	22%	-1%	i	0%	1%
O=C(O)c1cccc2sc3cc(Cl)ccc3c(=O)c12	0%	3%	-1.2	-4	-14%	5%	i	-1%	-10%
CC(=O)NC(Cc1ccccc1)C(=O)OCC(=O)c1ccccc1 (configuration not stated)	2%	0%	1.4	-5	10%	11%	-25%	-5%	-13%
COc1cc(CN2CC(=O)N(c3cccc(Cl)c3C)C2=S)cc(OC)c1OC	-2%	7%	-0.8	-2	11%	?	-23%	-1%	-5%
COc1ccc(S(=O)(=O)Cc2ccc(C(=O)NCC(OC)OC)o2)cc1	-6%	-8%	-1.4	-2	1%	19%	7%	-19%	-3%
FC(F)Sc1ccc(NC(=S)NC2CCCC2)cc1	10%	7%	-3.4	0	10%	?	-17%	-4%	-11%
COCCNC(=O)C1(C)CCCN(C(=O)c2cccc3ccccc23)C1 (configuration not stated)	9%	-8%	-0.5	-8	-4%	?	-14%	8%	-10%
Cc1cc(NCc2ccccc2)n2ncc(-c3ccccc3)c2n1	22%	8%	0.1	2	1%	?	-15%	?	6%
COc1ccc2c(c1OC)C(=O)N1N=C(c3ccc(O)cc3)CC21 (configuration not stated)	21%	-2%	-0.5	1	-5%	40%[activator]	i	-13%	-1%
C=C1CCN([C@@H](Cc2ccccc2)C(=O)NC2CCN(Cc3ccccc3)CC2)S(=O)(=O)c2ccccc21	7%	-1%	-0.4	-1	-3%	10%	i	11%	-7%
O=C1CC(c2ccccc2)c2ccccc21 (configuration not stated)	0%	0%	0.1	-2	-3%	-4%	i	-3%	-3%
COC(=O)c1ccccc1NC(=O)Cn1c(=O)n(CCCC(=O)NCc2ccccc2Cl)c(=O)c2ccccc21	0%	.	.	.	1%	-7%	i	.	.
CCC(CC)NC(=O)Nc1ccc(F)c(Cl)c1	-6%	1%	-1.8	5	-7%	?	-10%	-5%	-8%
COc1ccc(C2N(c3cc(Cl)ccc3OC)C(=O)C3CCCN32)c(OC)c1 (configuration not stated)	-3%	4%	-1.4	-3	-4%	0%	-18%	-9%	-7%
C=CCn1c(CNC(=O)c2ccco2)nnc1SCC(=O)Nc1cccc(Br)c1	-8%	10%	-2.1	.	7%	-7%	i	0%	-13%
CSc1ccccc1Nc1ncnc(N)n1	-11%	1%	-0.5	-1	-1%	16%	i	-11%	-2%
O=C(CSc1ccc2c(c1)OCCO2)Nc1ccc2c(c1)OCO2	5%	2%	0.6	0	-1%	-12%	-14%[57.5 µM]	-13%	?
Cn1c(=NC(=O)CCl)sc2ccccc21	-48%[inhibitor]	6%	-0.2	-1	?	?	-50%[inhibitor]	1%	?

SMILES	GLP1R ag	EPAC1 agonist	IL-2 act	PI5P4K alpha inh	HEK293 tox	GLP-1R inv ag	PTHR1 ag	EPAC1 antagonist	PLK1 PBD block
N#Cc1ccc(CSc2nnc3[nH]c(=O)cc(N)n23)cc1	10%	11%	1.2	?	3%	25%	17%	3%	?
Cc1ccccc1Nc1cc(=O)oc2ccccc12	7%	-5%	2.1	-5	-16%	-25%	-5%[57.5 µM]	2%	1%
Cc1cccc(NC(=O)c2ccc(C(=O)c3ccccc3)o2)c1	4%	-3%	0.3	3	8%[0.307 µM]	1%[0.307 µM]	-5%	-21%	-4%
O=C(NN1CCOCC1)C12CC3CC(CC(C3)C1)C2	-20%	1%	-2.3	-2	-8%	4%	-12%	4%	-12%
Cc1cc(C=O)c(C)n1-c1ccc(N2CCOCC2)cc1	-6%	-11%	0.8	6	-11%	-1%	-1%	9%	?
O=C(NCc1ccccc1)c1cccc(S(=O)(=O)N2CCOCC2)c1	9%	8%	-0.5	0	0%	0%	i	-9%	-5%
COc1ccc(Cl)cc1NC(=O)CN1CCCCCC1	8%	4%	-2.2	4	9%	?	-11%	0%	-16%
CC(Oc1ccc(F)cc1)C(=O)Nc1ccc(S(=O)(=O)NC2=NCCCCC2)cc1 (configuration not stated)	-1%	-4%	2.0	-5	1%	-7%	-25%	2%	-11%
O=C1NN(c2cccc(Br)c2)C(=O)/C1=C/c1ccc(-c2cc([N+](=O)[O-])ccc2O)o1	-1%	-6%	-0.3	-86*	-6%	?	-21%	-17%	19µM*
COc1cccc(/C=N/c2nc3ccccc3n2C)c1O	-4%	-2%	-0.2	2	2%	-1%	i	-11%	-8%
CCN(CC)CCOC(=O)c1ccc(NC(=O)CNC(=O)c2ccccc2)cc1	13%	-2%	-3.7	2	3%	5%	i	3%	-5%
Cn1c(CCC(=O)OCC(=O)NCC(F)(F)F)nc(=O)c2ccccc21	-3%	8%	-0.9	4	2%	8%	i	9%	3%
Cn1c(Cc2ccccc2)nnc1SCC(=O)NC1CCCCC1	4%	0%	0.4	0	10%	15%	-9%[57.5 µM]	-9%	-6%
O=C(NCC1CCCO1)c1ccc(F)c2ccccc12 (configuration not stated)	8%	7%	-1.9	-2	13%	8%	-11%	4%	-6%
Cc1ccc(NC(=O)CSc2ccc(-c3ccccn3)nn2)cc1F	3%	0%	-3.4	4	-10%&-18%	?	-44%&-69%[inhibitor]	38%[activator]	-1%
CCCN(Cc1nnc(-c2ccccc2Cl)o1)C(=O)c1ccc(C)c(S(=O)(=O)N2CCOCC2)c1	-3%	2%	-2.1	-6	15%	18%	-10%	7%	-2%
COc1ccc(C(C)(C)C)cc1NC(=O)c1ccccc1-n1cnnn1	5%	-8%	1.2	-1	3%	7%	-24%	23%	-2%
O=C(COc1ccc2ccccc2c1Br)NCc1ccccn1	18%	-2%	0.3	1	3%	30%[activator]	i	-6%	-3%

# From PubChem
